Screening results as filed in PubChem.
bub3 = NCI yeast anticancer drug screen, S. cerevisiae bub3 mutant strain | 78,000 compounds, 9.9% hits | % growth inhibition at 50 µM | AID 167;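 further: 0% = growth of vehicle-only cultures of the same strain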
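Readout: yeast growth inhibition, expressed relative to vehicle-only wells. The test organism is a mutant strain from a panel with lesions in DNA repair or checkpoint genes.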
yeast sgs1 mgt1 = NCI yeast anticancer drug screen, S. cerevisiae sgs1 mgt1 strain; % growth inhibition at 50 µM; 78,000 compounds, 10% hits;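 further: 0% = growth of vehicle-only cultures of the same strain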
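Genetically altered yeast, compound exposure, growth inhibition relative to vehicle.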
yeast mlh1 rad18 = NCI yeast anticancer drug screen, S. cerevisiae mlh1 rad18 strain | growth inhibition, % at 50 µM | 79,000 compounds, 11% hits;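 further: 0% = growth of vehicle-only cultures of the same strain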
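Inhibition values reflect reduced growth of mutant yeast versus vehicle-treated controls following compound exposure; the mutations affect DNA damage repair.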
yeast cln2 rad14 = NCI yeast anticancer drug screen, S. cerevisiae cln2 rad14 strain; growth inhibition, % at 50 µM; 78,000 compounds, 8.3% hits;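 further: 0% = growth of vehicle-only cultures of the same strain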
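Strain: cln2 rad14 yeast, altered in cell cycle control and DNA damage repair. Read-out: growth inhibition vs vehicle.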
mec2-1 = NCI yeast anticancer drug screen, S. cerevisiae mec2-1 strain; % growth inhibition at 50 µM; 79,000 compounds, 9% hits;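 further: 0% = growth of vehicle-only cultures of the same strain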
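Test agents were screened against the mec2-1 yeast strain, with defined DNA repair or cell cycle alteration. Growth was scored as inhibition against vehicle-only controls.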
yeast rad50 = NCI yeast anticancer drug screen, S. cerevisiae rad50 strain; % growth inhibition at 50 µM; 79,000 compounds, 10% hits; AID 155;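 further: 0% = growth of vehicle-only cultures of the same strain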
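Relative growth inhibition (compound vs vehicle) was measured in yeast with a defined repair-gene alteration.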
The depositor's hits bear a star; i = inactive; · = not tested or not shown; & = joins results of further samples. No stated cut-off is given here; in the data, active means growth inhibition above about 70%; inactive means the rest.

SMILES	bub3	yeast sgs1 mgt1	yeast mlh1 rad18	yeast cln2 rad14	mec2-1	yeast rad50
COC(=O)c1cc(Cl)ccc1NCC(N)c1ccccc1 (stereo not drawn)	12	0	24	-11	-21	5
Cc1c2cc(Cl)ccc2cc2c1ccc1ccccc12	96*	99*	98*	71*	99*	97*
O=C(C[N+](=O)[O-])OCc1ccccc1	0	6	5	-18	23	15
CC(=O)Nc1cc(C)c(C(=O)O)c(C)c1	-25	-9	-21	-18	-19	-26
CCCCCCCCCCCCCCCCS(=O)(=O)N/N=C/c1ccc(N(C)C)cc1	2	17	14	12	13	26
O/N=C/C(Cl)(Cl)Cl	15	25	10	15	21	33
COCc1ccc(C(=O)Nc2c(N)ncnc2N)cc1	24	0	0	1	14	5
CC(=O)Nc1cc2c(cc1N)-c1ccccc1C2	-23	-2	-18	-36	-9	-6
Cc1ccc(-c2ccc(C)cc2C(=O)O)c(C(=O)O)c1	-2	4	-15	-28	1	-22
O=S1(=O)NC2CCC3NS(=O)(=O)NC4CCC(N1)N4S(=O)(=O)N23 (stereo not drawn)	-1	-4	-8	7	-17	-4
O=C1CN(Cc2cccc(Cl)c2)CC(=O)N2Cc3ccccc3CN12	9	14	-12	-11	-1	34
ClC(=Nc1ccccc1)c1ccccn1	12	15	19	20	21	29
CCOC(=O)CCC(NC(=O)c1ccc(NCc2ccc3nc(-c4ccccc4)c(Cl)nc3c2)cc1)C(=O)OCC (stereo not drawn)	2	-5	4	-6	-4	30
O=C1c2ccccc2C(=O)c2c(O)cc([N+](=O)[O-])cc21	14	12	-2	6	3	18
CCCCCCC(c1ccc(N(C)C)cc1)c1ccc(N(C)C)cc1	25	-4	30	13	16	-7
CNc1cccc2c1C(C)C[C@]1(C)C(=O)Nc3ccccc3[C@H]21 (stereo partly drawn)	-36	-23	-80	-31	-20	-37
CN(C(=O)Nc1cccc2c(NC(=O)N(C)C3CCCCC3)cccc12)C1CCCCC1	-23	-22	-21	-6	-22	-30
CCCCCC#CCOC(=O)C(=[N+]=[N-])P(=O)(c1ccccc1)c1ccccc1	89*	91*	87*	87*	90*	88*
OCCOc1ccc(C(Cc2ccccc2)N(CCO)CCO)cc1 (stereo not drawn)	5	8	-1	-13	2	-10
CCC1c2ccccc2CCC1O (stereo not drawn)	-10	-5	-14	-11	20	11
COc1ccc([N+](=O)[O-])cc1NC(=O)CC(=O)c1ccccc1	6	-9	-15	-10	-31	0
CCCCC1SC(N)=NC1=O (stereo not drawn)	4	12	-18	53	-2	15
COc1cccc(C2SCC(=O)N2c2nncs2)c1[N+](=O)[O-] (stereo not drawn)	i	26	31	-26	2	21
CCN(CC)C(N)=S	1	9	15	-28	-14	-13
Nc1[nH]c(=S)[nH]c(=O)c1NS(=O)(=O)c1ccccc1	-10	13	18	-5	-2	4
BrC1/C=C\CC(Br)/C=C\C1 (stereo not drawn)	8	27	13	2	-17	17
COC(OC)c1cccc2c1C1(O)CCC3(CC21)OCCCCO3 (stereo not drawn)	-43	-42	-23	-12	-26	-9
CSc1cc2c(cc1NC(C)=O)C(=O)c1ccccc1-2	12	-11	2	20	-12	16
CN1CCC(CNC=O)(c2ccccc2)CC1	16	13	11	-10	-13	4
Cc1nnsc1C(=O)NCc1c(F)cccc1Cl	37	11	29	25	16	7
CC(=O)C1CC(C)CCC1C(C)C (stereo not drawn)	-2	7	2	3	10	10
NNC(=S)Nc1ccccc1F	-36	5	-13	-16	-48	-33
CCOC(=O)C1Oc2ccccc2OC1C (stereo not drawn)	16	9	4	13	-16	24
CCOC(=O)c1cccc(NC(=O)CCl)c1	40	38	50	26	30	43
CCC/C=N/NC(=O)c1ccc(OC)cc1	6	-7	-5	-47	-16	-2
C/C(CC(=O)Nc1ccc([N+](=O)[O-])cc1)=N/N=C(N)N	-11	-9	3	17	-16	-4
CC(=O)[C@@]1(O)CC[C@H]2[C@@H]3CCC4=CC(=O)CC[C@]4(C)[C@H]3[C@H](O)C[C@@]21C	3	11	-8	-27	2	-2
CCCCCCCCCCCCCCCC(=O)Nc1ccc(C(=O)O)cc1	5	23	21	6	3	40
c1ccc(-c2c3ccccc3cc3ccc4ccccc4c23)nc1	71*	62	81*	49	53	79*
COc1ccc2c(c1)OC[C@@H]1c3cc(O)c(OCc4ccccc4)cc3O[C@]21C	22	10	-26	54	41	10
OC(CN1CCOCC1)c1ccccc1 (stereo not drawn)	12	-10	-4	-23	-24	-22
Cc1ccc(C)c(NC(=O)Oc2cc(C)c(Cl)cc2C(C)C)c1	98*	99*	99*	73*	99*	86*
CC(C)C1NC(=O)NC1=O (stereo not drawn)	1	-4	-4	11	-23	-4
C[C@]12C=CC(=O)C=C1CC[C@@H]1[C@@H]2C(=O)C[C@@]2(C)[C@H]1CC[C@]2(O)C(=O)COC(=O)CSc1c2ccccc2nc2ccccc12	-9	8	19	25	6	36
FC(F)(F)c1cccc(-c2nc3nc(Cl)c(Cl)nc3[nH]2)c1	18	-6	26	-16	-2	15
c1ccc(CCn2c(-c3ccccn3)nc3ccccc32)nc1	16	18	8	-24	-4	13
CCOC(=O)c1c(N)sc2c1C(C(=O)OCC)CCC2 (stereo not drawn)	19	4	-12	-24	-11	-28
CC/C(=C\c1ccc(NC(C)=O)cc1)c1ccncc1	-13	7	-5	-1	-17	-6
COC(=O)CCC1CCC(CC2CCC(CCC(=O)OC)CC2)CC1 (stereo not drawn)	-10	-7	-4	-26	-7	-20
Oc1ccccc1/C=N/C(/N=C/c1ccccc1O)c1ccccc1O	3	30	8	·	-20	6

Molecules listed so far that have a COOH group (3):
SMILES	bub3	yeast sgs1 mgt1	yeast mlh1 rad18	yeast cln2 rad14	mec2-1	yeast rad50
CC(=O)Nc1cc(C)c(C(=O)O)c(C)c1	-25	-9	-21	-18	-19	-26
Cc1ccc(-c2ccc(C)cc2C(=O)O)c(C(=O)O)c1	-2	4	-15	-28	1	-22
CCCCCCCCCCCCCCCC(=O)Nc1ccc(C(=O)O)cc1	5	23	21	6	3	40

Further results
SMILES	bub3	yeast sgs1 mgt1	yeast mlh1 rad18	yeast cln2 rad14	mec2-1	yeast rad50
Cc1ccc(N2C(=O)/C(=C/c3ccc(N(CCC#N)CCC#N)cc3C)N=C2c2cc([N+](=O)[O-])ccc2Cl)cc1	30	33	20	35	14	9
Cc1ccc(C)c(NC(=O)C(=O)C2C(=O)C3=C(CC2(C)C)Nc2ccccc2S3)c1 (stereo not drawn)	-28	-14	-33	-22	-20	-21
N#Cc1[nH]cnc1N	7	-11	4	-38	-6	-7
c1ccc(Cc2cncc(Cc3ccccc3)c2)cc1	55	7	9	-59	2	-22
COc1ccc(N2C(=Nc3ccccc3)SC(=N/S(=O)(=O)c3ccccc3)/C2=N\S(=O)(=O)c2ccccc2)cc1	12	5	15	0	-11	-6
NC(=S)NNCC(=O)CC(O)(C(F)(F)F)C(F)(F)Cl (stereo not drawn)	21	-22	-1	-22	-7	-21
CC(C)(C)NC(=O)C1C2CCC(C2)C1C(=O)NC(C)(C)C (stereo not drawn)	26	10	34	0	28	0
O=C(Nc1ccccc1)OCc1ccc2ccccc2c1	32	-4	2	16	-1	0
c1cc2c([nH]1)CCCC2	24	2	14	21	14	12
CCn1c(=S)[nH]c2ccccc2c1=O	52	26	26	-9	22	21
O=c1ccc2c(COc3ccc(Cl)cc3Cl)c3ccc(O)cc3oc-2c1	25	74*	60	27	46	78*
O=C(Nc1nc2ccccc2n1Cc1ccccc1)C(=O)NC12CC3CC(CC(C3)C1)C2	-25	6	0	6	-5	-6
Cc1ccc2nc[nH]c2c1	4	-11	15	-11	-22	0
CCOC(=O)C(=Cc1ccc(OC)cc1)C(=O)OCC	69	56	67	6	52	40
COc1cccc(C(Nc2nncs2)Nc2nncs2)c1[N+](=O)[O-]	-34	49	46	-12	9	37
COC(=O)[C@]1(C)CCC[C@@]2(C)[C@@H]3C[C@@H]4[C@H]5C[C@@]3(CC[C@@H]21)C[C@@]45C	92*	94*	87*	92*	94*	92*
CCCCCCCCCCCCCCCc1cc(O)cc(O)c1	-11	5	-18	6	-17	-8
O=Cc1ccc(Cl)cc1	-5	-10	-3	-4	-5	-8
c1ccc2[nH]c(C3CCCCO3)nc2c1 (stereo not drawn)	-23	-21	-29	4	-9	6
Clc1ccc(C(=C(c2ccc(Cl)cc2)c2ccc(Cl)cc2)c2ccc(Cl)cc2)cc1	10	4	-1	-3	5	-4
CC(C)NC1(C#N)CCN(Cc2ccccc2)CC1	-29	-41	-38	10	-45	-30
CC(CN1CCCC1)OC(=O)C(c1ccccc1)C1CCCC1 (stereo not drawn)	-5	20	-14	-50	-21	6
CC[N+](CC)(CC)CCOC(=O)c1cc(OC)c(OC)c(OC)c1	4	-2	-1	15	-20	-16
CCN(CC)CCCNc1cc(OC)c(Nc2ccccc2)c2cccnc12	21	63	32	2	20	55
O=C(O)CC(c1ccccc1)c1ccccc1	-22&-31	2&-3	-1&-28	-4&3	-5&-39	10&-47
CC1=C(C(=O)NC2CCCCC2)CC(C(=O)NC2CCCCC2)=C(C)N1	-17	-26	-62	-21	-26	-17
O=c1[nH]c(F)nc2c1ncn2C1OC(CO)C(O)C1O (stereo not drawn)	-11&9	-21&-6	6&-21	8&-16	-13&-5	-20&-10
O=[N+]([O-])c1ccccc1OS(=O)(=O)c1ccccc1	14	0	1	6	-1	-2
C[N+](=C\c1ccccc1O)/N=C\c1ccccc1O	8	7	-2	-36	2	7
CC(=O)COC(=O)c1ccc(N(C)CC(C)=O)cc1	-14	-1	1	-6	-3	11

Only yeast mlh1 rad18, for some of the entries so far:
Structure | yeast mlh1 rad18
C[N+](=C\c1ccccc1O)/N=C\c1ccccc1O | -2
CC(=O)COC(=O)c1ccc(N(C)CC(C)=O)cc1 | 1

Looked up above:
yeast cln2 rad14 result of CCN(CC)CCCNc1cc(OC)c(Nc2ccccc2)c2cccnc12 → 2
yeast cln2 rad14 result of CC1=C(C(=O)NC2CCCCC2)CC(C(=O)NC2CCCCC2)=C(C)N1 → -21
yeast rad50 result of CC[N+](CC)(CC)CCOC(=O)c1cc(OC)c(OC)c(OC)c1 → -16
yeast cln2 rad14 result of CC(CN1CCCC1)OC(=O)C(c1ccccc1)C1CCCC1 (stereo not drawn) → -50
yeast sgs1 mgt1 result of O=C(O)CC(c1ccccc1)c1ccccc1 → 2&-3

Going on with the list:
SMILES	bub3	yeast sgs1 mgt1	yeast mlh1 rad18	yeast cln2 rad14	mec2-1	yeast rad50
CC1(C)OC2COC(OCc3ccccc3)C(OCc3ccccc3)C2O1 (stereo not drawn)	-9	27	19	7	8	17
Nc1cc2c(cc1Br)-c1cc(Cl)c(Cl)cc1C2=O	-2	-7	-12	-23	-14	-6
CCN(CC)c1cccc(S(=O)(=O)O)c1	26	13	18	-19	17	28
Cc1ccc(CC2CC(=O)NC2=O)cc1 (stereo not drawn)	10	22	-4	2	-3	14
CNC(=S)N/N=C(C)\C=N/Nc1ccc(Br)cc1	21	35	26	-19	14	46
COc1ccc(C)cc1Sc1ccc([N+](=O)[O-])cc1C	9	-8	-19	-19	-18	1
O=c1cc(CNC2CCCC2)[nH]c(=O)[nH]1	12	-5	1	0	-1	-4
CCN(CC)C(=O)c1cccc(C(=O)N(CC)CC)n1	21	10	25	39	4	11
CCOC(=O)c1cnc(NCCCCCCNc2ncc(C(=O)OCC)c(=O)[nH]2)[nH]c1=O	-3	-4	22	-7	-2	30
O=C1C(c2ccc([N+](=O)[O-])cc2)=C(Cl)C(=O)c2c(O)cccc21	69	28	45	1	45	71*
CCCCNc1nc(NC2OCC(OC(C)=O)C(OC(C)=O)C2OC(C)=O)c(N=O)c(=O)n1C (stereo not drawn)	-12	-4	-3	-28	-21	-4
O=C1c2cccc([N+](=O)[O-])c2C(=O)c2cccc(Cl)c21	33	-4	43	-18	9	29
O=c1[nH]c2c(Cl)c(Cl)cc(Cl)c2o1	14	24	44	48	6	51
Cc1nc(Nc2ccccc2)sc1C(=O)CC(=O)C(=O)NC12CC3CC(CC(C3)C1)C2	4	9	-1	-13	9	1
O=C(O)CN(CCOCCOCCN(CC(=O)O)CC(=O)O)CC(=O)O	-1	2	3	12	-13	4
Cc1cccc(OCC(=O)O)c1C	-26	-58	-5	4	-57	-25
C/C=C(\C)c1cc(=O)c2c(C)cc3c(c2o1)C(=O)c1c(O)c(C2CC(C)(N(C)C)C(O)C(C)O2)cc(C2CC(N(C)C)C(O)C(C)O2)c1C3=O (stereo not drawn)	9&8	17&15	10&-6	26&3	11&-16	21&2
Cc1cc(Cl)cc2c1NC(=O)C2(O)CC(=O)c1ccco1 (stereo not drawn)	-12	-14	-5	10	-12	7
Cc1cc([N+](=O)[O-])c(C)c2c1[nH]c1ccc(/C(CCC3CCCC3)=N\N)cc12	-49	-62	-42	-21	-46	-53
COC(O)C(O)C(O)C(O)C(O)CO (stereo not drawn)	4	14	12	6	10	22
O=S1(=O)CC(N2CCCCC2)C2=C(O1)c1ccccc1N(c1ccccc1)C2 (stereo not drawn)	0	-11	-26	17	-17	2
